Bioassay records (PubChem)
KLK7 zymogen act: activates the human kallikrein-7 zymogen; activation, % at 7 µM; AID 652039; purified proKLK7, EDANS-DABCYL substrate fluorescence; 100% is mature enzyme control, 0% vehicle; hit rate 0.9% among 370,000;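 active = activation above the mean of all tested compounds plus 3 SD, computed per campaign excluding outliers beyond control limits, cut at about 13% in these data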
Target sequence (P49862 whole entry, looked up): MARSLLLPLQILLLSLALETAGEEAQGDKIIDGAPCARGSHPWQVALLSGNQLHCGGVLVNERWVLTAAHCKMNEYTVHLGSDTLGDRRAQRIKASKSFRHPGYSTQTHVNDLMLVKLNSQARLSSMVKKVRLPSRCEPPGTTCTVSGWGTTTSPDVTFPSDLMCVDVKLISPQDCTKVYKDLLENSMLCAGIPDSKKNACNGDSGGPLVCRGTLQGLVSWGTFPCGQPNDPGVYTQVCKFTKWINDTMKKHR
hgDAF-12 ag: hgDAF-12 agonism, primary luciferase screen. AID 687014. activation, % at 6.8 µM. HEK293 GAL4-hgDAF12 UAS-luciferase reporter, agonist luminescence; normalized to butyrate control. hit rate 1.8% among 370,000;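 active = activation above a cutoff set at the mean of all screened compounds plus 3 SD, cut at about 10% in these data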;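 also: 0% = DMSO wells and 100% = sodium butyrate wells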
DAX1 inh-1: inhibitors of DAX1 repression of SF-1 activated StAR promoter. inhibition, % at 6.8 µM. HEK293T StAR-luciferase reporter, SF-1/DAX-1 repression relief. AID 652010. hit rate 1.1% among 370,000;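 active = inhibition above the mean over all tested compounds plus 3 SD, cut at about 3.6% in these data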;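 also: 0% = DAX-1 cells with DMSO and 100% = cells lacking DAX-1 with DMSO; higher inhibition means more luminescence from relief of DAX-1 repression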
ssDAF-12 act: activators of S. stercoralis DAF-12 nuclear receptor | HEK293 ssDAF-12/GRIP1 lit1-tk-luc reporter, luminescence; % of 3 µM dafachronic acid response | activation, % at 6.8 µM | hit rate 1% among 370,000;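 active = activation above the mean over all tested compounds plus 3 SD, cut at about 0.9% in these data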;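 also: 0% = DMSO-only wells and 100% = 3 µM delta7-dafachronic acid wells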
GC-A act: GC-A (human) enzyme activation; AID 1671463; activation, % at 10 µM; HEK293 GC-A cells, cGMP TR-FRET, EC30 ANP; 0% at EC30 ANP, 100% saturating ANP; hit rate 0.14% among 370,000; in the data active = activation above about 40%
hcDAF-12 act: activators of H. contortus DAF-12 nuclear receptor; HEK293 hcDAF-12 lit1-tk-luc reporter, luminescence; 0% DMSO, 100% Δ7-dafachronic acid; activation, % at 6.8 µM; hit rate 1.4% among 370,000;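 active = activation above the mean of all tested compounds plus 3 SD, cut at about 5.5% in these data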;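 also: 100% = response to 3 µM Δ7-dafachronic acid high control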
sPLA2-III inh: Blocks human group III sPLA2 activity | inhibition, % at 12.2 µM | QFRET BODIPY PC-A2 liposome hydrolysis, fluorescence | hit rate 0.56% among 370,000 | AID 743126 | Q9NZ20;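 active = inhibition above mean plus 3 SD of compounds lying within the high and low control bounds, cut at about 19% in these data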;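 also: 0% = median of test compound wells and 100% = no enzyme DMSO wells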
Target sequence (Q9NZ20 whole entry, looked up): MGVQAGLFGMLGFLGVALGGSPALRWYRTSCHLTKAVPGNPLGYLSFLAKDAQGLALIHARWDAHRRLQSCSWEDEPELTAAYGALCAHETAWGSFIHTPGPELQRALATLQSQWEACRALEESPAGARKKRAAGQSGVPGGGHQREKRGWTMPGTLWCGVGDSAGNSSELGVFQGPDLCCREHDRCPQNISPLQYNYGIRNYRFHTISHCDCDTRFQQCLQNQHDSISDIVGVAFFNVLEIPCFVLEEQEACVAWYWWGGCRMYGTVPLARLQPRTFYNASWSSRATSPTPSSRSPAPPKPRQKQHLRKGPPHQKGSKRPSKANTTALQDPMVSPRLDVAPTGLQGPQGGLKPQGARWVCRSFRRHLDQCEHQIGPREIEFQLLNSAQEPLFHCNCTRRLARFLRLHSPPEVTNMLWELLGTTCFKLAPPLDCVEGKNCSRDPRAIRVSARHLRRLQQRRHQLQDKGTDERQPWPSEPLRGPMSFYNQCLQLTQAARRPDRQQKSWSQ
DAX1 inh-2: NR0B1 (DAX1) inhibition | P51843 | HEK293 Gal4-DAX1 luciferase reporter, luminescence | inhibition, % at 6.75 µM | hit rate 0.99% among 340,000 | AID 504766;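 active = inhibition above the mean over all tested compounds plus 3 SD, cut at about 4.2% in these data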;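 also: 0% = DAX1-transfected cells with DMSO and 100% = empty-vector control cells with DMSO; inhibition shows as a rise in luminescence from relieved DAX1 repression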
Target sequence (P51843 207-470 limits assumed): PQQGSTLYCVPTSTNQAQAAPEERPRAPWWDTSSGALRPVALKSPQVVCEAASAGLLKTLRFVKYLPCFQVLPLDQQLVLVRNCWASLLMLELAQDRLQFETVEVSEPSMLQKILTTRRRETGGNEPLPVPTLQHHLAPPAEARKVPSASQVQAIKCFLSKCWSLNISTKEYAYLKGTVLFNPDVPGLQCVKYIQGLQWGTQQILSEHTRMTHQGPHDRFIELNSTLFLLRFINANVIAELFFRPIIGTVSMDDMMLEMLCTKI
NPR2 activator: GC-B (human) receptor activation; hit rate 0.11% among 370,000; HEK293-GC-B cells, CNP EC30, cGMP TR-FRET; 0% at EC30 CNP, 100% saturating CNP; AID 1920062; activation, % at 10 µM;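 active = activation at 10 µM reaching about 35% in either raw or pattern-adjusted values, limit read from the data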
GAA850 FXN act: activators of GAA850 frataxin (FXN) promoter; HEK293 lucGAA850 FXN promoter luciferase reporter, 24 h; percent of 10 µM SAHA response; activation, % at 6 µM; hit rate 0.56% among 360,000; AID 540364;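 active = activation above the average of all compounds screened plus 3 SD, cutoff fixed separately per campaign, cut at about 7.5% in these data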;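 also: 0% = DMSO wells and 100% = 10 µM SAHA wells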
SMARCA2 act: SMARCA2 function activation, primary screen; MG213 cells, MMTV-luciferase reporter, dexamethasone, overnight; activation, % at 9.1 µM; hit rate 1% among 370,000; in the data active = activation above about 7.8%;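 also: 0% = vehicle wells and 100% = reference activator wells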
* = called active by the depositor; x = no result given.

SMILES | KLK7 zymogen act | hgDAF-12 ag | DAX1 inh-1 | ssDAF-12 act | GC-A act | hcDAF-12 act | sPLA2-III inh | DAX1 inh-2 | NPR2 activator | GAA850 FXN act | SMARCA2 act
CC(=O)Nc1ccc(C(=O)COC(=O)C2CCCCC2)c(F)c1 | 0.5 | -3.3 | -0.4 | -1.2 | 0 | -1.1 | -2 | -0.2 | 2 | 0.8 | 0
COC(=O)CSc1nc2ccccc2c(=O)n1C | -0.2 | -0.9 | -0.2 | -1.2 | 1 | -3.0 | 3 | 0.2 | 1 | 2.9 | 3
COc1cc(C#N)ccc1OCC(=O)Nc1ccc(C)c(S(=O)(=O)N2CCOCC2)c1 | 0.5 | 1.1 | -0.2 | -2.1 | -2 | -1.2 | 1 | 1.7 | 3 | 2.2 | 1
O=C(N/N=C/c1ccco1)c1ccc(NC(=O)c2ccccc2Cl)cc1 | 0.1 | -0.3 | 0.4 | -1.1 | 0 | -1.1 | 7 | -0.7 | 1 | 1.6 | -4
CN(C)S(=O)(=O)c1ccc(NC(=O)COC(=O)c2ccccn2)cc1 | -0.5 | -1.1 | -0.3 | -0.5 | 3 | -0.6 | -1 | -0.4 | -1 | 0.3 | -2
C[C@@H](C(=O)Nc1nc2ccc(F)cc2s1)N1C(=O)C2CC=CCC2C1=O (stereo partly specified) | -0.4 | 3.8 | 0.1 | -0.2 | 26 | 1.5 | -8 | 1.3 | -2 | 2.9 | -2
COc1ccccc1-n1ccnc1SCC(=O)NC1CCCC1 | -0.4 | 0.0 | -1.2 | -1.4 | 2 | -0.5 | 4 | -1.0 | 2 | 0.4 | -2
CSCCC(NC(=O)c1ccccc1)C(=O)OCC(=O)Nc1ccc(C)c(Cl)c1 (stereo unspecified) | 0.3 | 2.1 | -0.1 | -0.5 | 2 | -1.7 | -61 | 0.8 | 0 | -1.9 | -2
Cc1sc2ncn(CCn3cnc4sc(C)c(C)c4c3=O)c(=O)c2c1C | 0.3 | -2.8 | -0.7 | -1.2 | -7 | -2.6 | -9 | -0.2 | -5 | -2.5 | -2
COc1ccc(S(=O)(=O)N2CCOC2CNC(=O)C(=O)NCc2ccc(F)cc2)cc1OC (stereo unspecified) | -0.6 | -1.8 | -1.0 | -0.8 | 3 | -0.8 | 1 | 0.1 | -1 | 0.8 | 1
COc1ccccc1NC(=S)NCCc1ccc(Cl)cc1 | -0.5 | -0.8 | -0.3 | -1.1 | 2 | -0.8 | 9 | 0.4 | -3 | 1.7 | -2
CC(=O)N1CCc2cc(S(=O)(=O)CCC(=O)NCc3ccc(F)cc3)ccc21 | -0.3 | 0.6 | 0.2 | -0.9 | -1 | -1.2 | 4 | 0.0 | 9 | 2.0 | -4

The list continues:
SMILES | KLK7 zymogen act | hgDAF-12 ag | DAX1 inh-1 | ssDAF-12 act | GC-A act | hcDAF-12 act | sPLA2-III inh | DAX1 inh-2 | NPR2 activator | GAA850 FXN act | SMARCA2 act
O=C(NCC1CCCO1)c1ccccc1NS(=O)(=O)c1ccc(F)cc1 (stereo unspecified) | 0.7 | 3.4 | -0.4 | -1.3 | 2 | -0.7 | 2 | 0.2 | -2 | -0.6 | 0
CC12CC(NC(=O)N1CCc1ccccc1)c1cc(Cl)ccc1O2 (stereo unspecified) | 0.6 | -1.4 | -0.4 | -1.1 | -7 | -2.0 | -1 | 0.5 | -8 | -0.6 | 0
O=C(Cc1ccccc1)N/N=C/c1ccc(S(=O)(=O)O)o1 | -0.2 | -1.5 | 0.2 | 0.3 | 1 | -0.6 | 13 | 1.5 | 1 | 0.3 | -5
CC(C)(C)c1cc(C(=O)N2CCc3ccccc32)ccn1 | -0.8 | -1.1 | -1.4 | -0.5 | 2 | -0.2 | -9 | -1.3 | 6 | 4.3 | -2
CC(C)Cc1nnc(NC(=O)c2ccc(-n3cncn3)c([N+](=O)[O-])c2)s1 | 0.0 | -1.5 | 1.9 | -1.0 | -2 | 1.0 | 10 | -1.0 | -2 | 0.5 | -8
COc1ccccc1C(=O)Nc1ccc(S(=O)(=O)Nc2cnc3ccccc3n2)cc1 | 0.3 | -1.5 | 0.1 | -0.8 | -2 | -0.9 | -22 | 1.9 | -1 | 1.0 | 1
CCOc1ccc(C(C(=O)NCC2CCCO2)N(C(=O)c2snc(C(N)=O)c2N)c2ccc3c(c2)OCCO3)cc1 (stereo unspecified) | -0.7 | -4.0 | -0.4 | -1.5 | -4 | -2.6 | 5 | 2.0 | 0 | -1.5 | -2
Cc1cc2ncc(C(=O)Nc3ccsc3C(=O)O)c(C)n2n1 | 0.6 | 0.9 | 0.4 | -1.3 | -6 | 0.2 | -2 | -0.1 | 0 | 0.2 | -1
Cc1c(OC(C)C(=O)NCCN2CCOCC2)ccc2c3c(c(=O)oc12)CCCC3 (stereo unspecified) | -3.6 | -1.7 | 0.2 | -1.4 | 3 | -1.1 | 5 | 0.4 | -3 | 0.2 | -2
CCCS(=O)(=O)N1CCc2cc(OC)c(OC)cc2C1 | 0.9 | -2.4 | -1.0 | -1.0 | -2 | -2.1 | -1 | -0.4 | 1 | 2.5 | -2
CN(C)CCCNc1oc(-c2ccccc2)nc1C#N | 13 | -0.4 | 0.1 | -1.6 | 2 | -1.6 | -1 | 0.6 | -2 | -0.3 | 0
O=C(NCC(c1ccco1)N1CCCC1)c1cn(-c2ccccc2)nc1-c1ccc(F)cc1 (stereo unspecified) | 0.3 | -0.9 | 0.6 | -0.8 | 1 | 1.4 | -7 | -0.1 | 5 | -5.1 | 2

(more compounds)
SMILES | KLK7 zymogen act | hgDAF-12 ag | DAX1 inh-1 | ssDAF-12 act | GC-A act | hcDAF-12 act | sPLA2-III inh | DAX1 inh-2 | NPR2 activator | GAA850 FXN act | SMARCA2 act
COc1ccc(NC(=O)c2cccnc2)cc1OCC(C)C | 0.4 | 1.5 | -0.6 | -0.5 | 1 | -1.8 | 1 | 0.1 | -3 | 2.4 | 0
Cc1cccc2nc(CSc3ccccc3C(=O)O)cn12 | -0.7 | 5.6 | 1.2 | -0.3 | 1 | 2.5 | 3 | 1.0 | 2 | 4.0 | -1
CCc1ccc(C(=O)NC(=S)Nc2ccc3c(c2)OCCO3)cc1 | 0.3 | 12* | 3.0 | 0.5 | -2 | 3.2 | 1 | 3.2 | -1 | 5.2 | 2
COc1ccc(C(=O)CSc2nnc(-c3cccnc3)n2-c2ccccc2)cc1 | -0.1 | 4.1 | -0.7 | -1.7 | -6 | 0.6 | -25 | x | -2 | x | -2
CCOC(=O)C(=CNCC(=O)O)C(=O)OCC | 0.3 | -0.4 | -0.2 | -1.5 | 2 | 0.8 | -2 | -0.6 | 0 | -0.3 | 11*
Cc1ccc(S(=O)(=O)Nc2cccc(-n3cnnn3)c2)cc1 | -0.3 | -1.2 | 0.0 | -0.7 | -3 | -1.6 | -9 | -0.2 | -1 | 1.0 | -2
CN(C)c1cccc2c(S(=O)(=O)NCC3CCN(C(=O)C(=O)c4cccs4)CC3)cccc12 | -0.7 | -0.6 | -0.5 | -0.6 | 2 | -1.5 | -12 | x | 2 | x | -6
CCOC(=O)[C@@]12CCC3=C1N(CCC3)C(=O)[C@H](CC(=O)N1CCCCC1)C2 | -0.1 | -2.9 | -0.9 | -0.9 | -2 | -1.0 | 14 | x | 0 | x | -2
CC(C)CCn1c(=O)c(C(=O)N/N=C/c2cccc(F)c2)c(O)c2ccccc21 | -0.7 | -3.8 | 0.7 | -1.7 | -1 | 0.9 | 3 | -0.2 | 9 | 2.4 | -2
COC(=O)[C@H](CC(C)C)N1Cc2nnn(CC3CCCCC3)c2-c2cc(F)ccc2S1(=O)=O | 0.4 | -5.0 | -0.5 | -0.9 | 2 | -3.6 | 1 | x | 3 | x | -5
COc1cc(NC(=O)CN2c3ccccc3CC2C)cc(OC)c1OC (stereo unspecified) | 0.4 | 0.6 | 0.0 | -0.8 | 1 | -2.4 | -4 | 0.7 | 6 | 2.6 | -2
Nc1ccc(N2CCCC2)c(S(=O)(=O)Nc2cccc(C(F)(F)F)c2)c1 | -0.5 | -3.5 | -0.5 | -0.7 | 0 | 0.0 | 5 | 1.5 | -2 | -0.5 | 1

(further entries)
SMILES | KLK7 zymogen act | hgDAF-12 ag | DAX1 inh-1 | ssDAF-12 act | GC-A act | hcDAF-12 act | sPLA2-III inh | DAX1 inh-2 | NPR2 activator | GAA850 FXN act | SMARCA2 act
COC(=O)C1=C(COc2ccccc2)NC(=O)NC1c1ccc(Br)cc1 (stereo unspecified) | 0.1 | -1.9 | -0.3 | -1.1 | -9 | -2.5 | 2 | -1.2 | -4 | 0.5 | -1
O=C(COc1ccccc1)N1CCN=C1SCc1ccc(F)cc1 | 0.2 | 4.7 | 0.2 | -0.6 | 0 | 0.0 | 3 | -1.0 | 4 | 1.5 | -3
Cn1c(=O)c2c(nc(N3CCc4ccccc4C3)n2Cc2ccccc2F)n(C)c1=O | -0.1 | -1.6 | -0.6 | -1.5 | 13 | 0.9 | 1 | 0.5 | 16 | -0.7 | -1
COc1cc2c3c(c1OC)C1(C=CC(=O)C=C1)CC3N(C(=O)CCC(=O)O)CC2 (stereo unspecified) | -0.2 | 2.2 | -0.1 | -0.4 | 1 | 0.9 | 3 | -0.1 | -5 | 2.1 | -1
CCc1nc2ccc(C(=O)NCc3ccc(OC)cc3)cn2c1N(CC)CCN(C)C | -0.5 | 0.8 | -1.0 | -1.5 | 1 | 0.0 | -5 | x | 0 | -1.1 | -3
C[C@H]1C[C@@H]2[C@H]([C@@H](O)C[C@@]3(C)[C@H]2CC[C@]3(O)C(=O)CO)[C@@]2(C)C=CC(=O)C=C12 | -0.7 | -4.5 | 1.4 | -1.0 | -2 | 0.8 | -4 | 0.7 | -3 | 1.9 | -6
CC(NC(=S)NCCc1ccccc1)C(c1cccs1)N1CCN(C)CC1 (stereo unspecified) | 0.0 | 4.3 | 1.3 | -1.7 | 1 | 0.3 | 6 | 0.2 | 2 | 0.2 | 1
O=C(NCc1ccccc1)c1ccc(Cn2cc(C(F)(F)F)ccc2=O)cc1 | -0.7 | 0.5 | -0.4 | -2.1 | 3 | -0.6 | 3 | 0.7 | 0 | -0.7 | -2
Cc1ccc(NC(=S)N2CCCCCC2)c(C)c1 | -0.1 | 2.1 | 1.5 | -0.5 | 0 | 1.1 | 11 | 0.2 | -1 | 2.6 | 1
CCOC(=O)c1ccc2ncc(C(=O)OCC)c(NCc3ccco3)c2c1 | 8.5 | 1.0 | 0.3 | -1.3 | 9 | -2.0 | 5 | -0.3 | -1 | 2.4 | 13*
O=C(NC1CCS(=O)(=O)C1)/C(=C/c1ccco1)NC(=O)c1ccccc1 (stereo unspecified) | -0.1 | -2.1 | 0.8 | -1.7 | 2 | 0.5 | -2 | 0.2 | 2 | -0.5 | -1
CCN1C/C(=C/c2ccc(OC)c(O)c2)C(=O)/C(=C/c2ccc(OC)c(O)c2)C1 | -0.3 | -3.4 | -0.5 | -1.2 | 0 | -0.8 | -18 | 0.7 | 0 | 2.9 | 1
CCOC(=O)c1c(NC(=O)c2ccc(N3C(=O)[C@@H]4[C@H](C3=O)[C@H]3C=C[C@@H]4C3)cc2)sc2c1CCCC2 | 0.4 | -3.1 | -0.7 | -1.6 | -6 | 0.5 | 0 | -0.4 | -3 | 1.9 | 1

Compounds as they come. About 6.7% of those tested had a hit in this group.
